# Bioassay records: PubChem BioAssay, several laboratories
# MEKK2wt PB1 HTS = modulators of MEK5 binding to wildtype MEKK2, primary screen, biochemical, multiplex bead flow cytometry, Alexa488-MEK5; Mitogen-activated protein kinase kinase kinase 2 (Homo sapiens), Q9Y2U5; 290,000 compounds, 1.1% hits; AID 1531, 2009; binding response (% of control), % at 10 µM; Alexa488-MEK5 binding to MEKK2 WT; actives lie on both sides; in the data active means binding response below about 67% or above about 130%
# NALP1 yeast inh = NALP1 inflammasome inhibitors in reconstituted yeast, colorimetric, S. cerevisiae, triplicate retest | S. cerevisiae NALP1/ASC/caspase-1 growth, X-gal OD620, 72 h | inhibition, % at 10 µM | 280,000 compounds, 0.61% hits; in the data active means inhibition mostly above about 24%, no sharp cut-off; inactive means mostly below about 32%; further: some compounds called inactive have numbers as strong as hits
# M18AAP inhibitor = PfM18AAP inhibitors, malaria aminopeptidase, primary screen, biochemical, QFRET, recombinant enzyme | M18 aspartyl aminopeptidase (Plasmodium falciparum 3D7) | H-Glu-NHMec fluorogenic cleavage | inhibition, % at 7.35 µM | 290,000 compounds, 1.2% hits;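 active means inhibition above the campaign mean inhibition over all tested compounds plus 3 SD, cut at about 28% in these data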;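 further: 0% = plate median of test compound wells and 100% = 2 mM ZnCl2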
# MEKK3 PB1 HTS = modulators of MEKK3-MEK5 PB1 binding, primary screen, biochemical, wildtype MEKK3, multiplex bead flow cytometry, Alexa488-MEK5. Mitogen-activated protein kinase kinase kinase 3 (Homo sapiens), Q99759. bead-based flow cytometry, Alexa488-MEK5 binding to MEKK3; actives lie on both sides; 0 = blocked by unlabeled MEK5, 100 = vehicle. binding response (% of control), % at 10 µM. 290,000 compounds, 1.4% hits;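 active means binding response more than 3 SD above or below the average of its plate-row segment, actives on both sides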;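 further: Alexa488 bead fluorescence after subtracting the streptavidin-only scavenger bead signal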
# Target sequence (Q99759 whole entry, looked up): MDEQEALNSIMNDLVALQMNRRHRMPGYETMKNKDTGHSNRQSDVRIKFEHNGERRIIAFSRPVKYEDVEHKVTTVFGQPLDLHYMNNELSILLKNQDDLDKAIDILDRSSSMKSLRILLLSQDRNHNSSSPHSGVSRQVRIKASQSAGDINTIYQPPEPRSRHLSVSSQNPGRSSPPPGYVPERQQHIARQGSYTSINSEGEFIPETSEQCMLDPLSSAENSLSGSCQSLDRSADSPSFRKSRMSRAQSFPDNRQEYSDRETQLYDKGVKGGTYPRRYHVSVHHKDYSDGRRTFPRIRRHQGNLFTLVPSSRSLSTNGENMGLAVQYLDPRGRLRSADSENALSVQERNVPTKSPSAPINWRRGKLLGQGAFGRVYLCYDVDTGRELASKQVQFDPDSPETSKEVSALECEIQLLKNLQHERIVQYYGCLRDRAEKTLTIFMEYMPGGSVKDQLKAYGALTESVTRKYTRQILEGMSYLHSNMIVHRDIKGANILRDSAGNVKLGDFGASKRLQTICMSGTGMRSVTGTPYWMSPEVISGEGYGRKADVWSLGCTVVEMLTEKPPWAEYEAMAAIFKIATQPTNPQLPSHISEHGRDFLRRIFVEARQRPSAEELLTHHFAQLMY
# PHOSPHO1 inh = PubChem AID 1565; recombinant PHOSPHO1, absorbance phosphatase assay; 290,000 compounds, 1.1% hits; inhibition, % at 13.3 µM; Phosphoethanolamine/phosphocholine phosphatase (Homo sapiens), Q8TCT1; in the data active means inhibition above about 60%
# GPR7 antagonist = GPR7 receptor antagonists, primary screen, cell-based, fluorescence, single concentration | inhibition, % at 4.4 µM | Neuropeptides B/W receptor type 1 (Homo sapiens), P48145 | AID 1861, 2009 | GPR7-expressing cells, fluorescence antagonist assay | 290,000 compounds, 1.1% hits; in the data active means inhibition above about 16%, passing the limit was not always enough;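 further: cells stimulated with the agonist NPW; 0% = agonist with vehicle and 100% = vehicle without agonist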
# Target sequence (P48145 whole entry, looked up): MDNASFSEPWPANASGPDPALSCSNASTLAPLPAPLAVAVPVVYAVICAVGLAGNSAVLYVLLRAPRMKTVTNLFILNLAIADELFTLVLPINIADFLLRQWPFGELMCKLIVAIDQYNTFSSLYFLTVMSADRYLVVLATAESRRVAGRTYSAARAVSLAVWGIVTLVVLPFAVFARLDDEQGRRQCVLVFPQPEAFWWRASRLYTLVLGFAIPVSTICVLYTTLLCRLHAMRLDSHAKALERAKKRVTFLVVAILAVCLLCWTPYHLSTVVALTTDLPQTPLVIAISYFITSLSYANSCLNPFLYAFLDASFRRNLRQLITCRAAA
# OXTR agonist = human OXTR agonists, primary screen, fluorescence, CHO-OTR cells, Fluo-8 calcium. Oxytocin receptor (Homo sapiens), P30559. Fluo-8 calcium fluorescence; normalized: DMSO 0%, oxytocin 100%. activation, % at 3 µM. 320,000 compounds, 0.32% hits. AID 2435, 2010;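 active means activation above the mean of all tested compounds plus 3 SD, cutoff set per screening run, cut at about 20% in these data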;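 further: peak over basal fluorescence ratio from a 100 s FLIPR kinetic read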
# FID counter = compounds displacing fluorescent DNA intercalator, primary screen, artefact control for HCV NS3 helicase inhibitor project, biochemical, FID fluorescence | 290,000 compounds, 0.17% hits | inhibition, % at 7.9 µM | DNA fluorescent intercalator displacement; in the data active means inhibition above about 37%;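 further: 0% = vehicle and 100% = reference compound; higher means more ethidium bromide displaced from hairpin DNA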
# MEKK2 mut-MEK5 = MEK5 binding signal on mutant MEKK2 PB1, primary screen, biochemical, multiplex bead flow cytometry, Alexa488-MEK5. Alexa488-MEK5 binding to MEKK2 mutant. percent response, % at 10 µM. 290,000 compounds, 0.35% hits. AID 1530, 2009; in the data active means percent response above about 24%, passing the limit was not always enough; further: inactives centre near 1; some results filed as inactive read as strong as hits; reference of the scale not given here
# The depositor's hits bear a star; . = not tested or not shown. Outcome played no part in choosing rows; about 6.2% have a hit in one of these screens.
SMILES,MEKK2wt PB1 HTS,NALP1 yeast inh,M18AAP inhibitor,MEKK3 PB1 HTS,PHOSPHO1 inh,GPR7 antagonist,OXTR agonist,FID counter,MEKK2 mut-MEK5
O=C(Nc1cccc(NC(=O)c2ccccc2[N+](=O)[O-])c1)c1ccccc1Cl,107,-5,-6,109,35,-7,3.0,2,13
Cc1cc(C)cc(-n2c(=O)c3ccccc3n(CC(=O)NCC3CCCO3)c2=O)c1 (stereo unspecified),103,17,5,104,36,-15,-0.1,-13,1
CCc1c(C(C)O)oc2ccc3c(C)cc(=O)oc3c12 (stereo unspecified),94,6,0,97,12,-5,.,-2,-1
CCOC(=O)C1=C(O)C(=O)N(c2ccc(S(N)(=O)=O)cc2)C1c1ccc(OC)cc1OC (stereo unspecified),80,3,2,81,20,-15,0.2,-10,-10
COc1cccc(C2CCCCN2Cc2nc(-c3ccc(C)o3)oc2C)c1 (stereo unspecified),93,-2,2,99,45,3,-2.0,1,-9
O=C(NNc1ncc(C(F)(F)F)cc1Cl)c1ccc(Cl)c(Cl)c1,100,-8,-1,105,21,-20,-1.4,-3,6
CCO/C=C1/C(=O)N(c2ccc(OC)cc2)C(=O)c2ccccc21,100,6,0,105,16,-11,-1.5,1,2
C=C(C)C(=O)Nc1cccnc1Oc1ccc(F)cc1,95,20,-9,98,20,-2,-1.9,-1,-2
Cc1ccc(CN2CCc3c(OCC(=O)Nc4cccc(C)c4C)cccc3C2=O)cc1,102,16,2,99,24,4,-1.6,-7,-2
O=C(NCc1ccccc1)C1CCCN(C(=O)Nc2ccccc2)C1 (stereo unspecified),100,19,-2,100,-38,1,-0.5,-4,0
O=C(Nc1cccnc1Cl)c1ccc(Cl)c([N+](=O)[O-])c1,93,23,-12,94,4,-12,0.8,5,-2
COc1ccc(CNC(=O)CCn2ccc3cc(S(=O)(=O)N4CCCC4)ccc32)cc1,97,-7,-9,101,2,11,-0.6,-30,2
Cc1c(CN(C)C(=O)CSc2nc(-c3ccco3)cc(C(F)(F)F)n2)cnn1C,107,18,0,107,-30,7,-0.3,-19,6
COc1ccc(NC2CCCN(C(=O)CSc3ccncc3)C2)cc1 (stereo unspecified),100,0,9,99,.,-9,-0.7,-5,1
CC(=O)c1cccc(S(=O)(=O)NCC(c2ccco2)N2CCCCC2)c1 (stereo unspecified),99,16,5,98,-25,-14,0.3,7,-1
O=C(Nc1cccc(S(=O)(=O)N2CCOCC2)c1)C1=NN(c2ccccc2)C(=O)CC1,98,24,1,99,31,-6,1.6,-34,-1
Clc1ccc(OCCSc2ncccn2)c(Br)c1,103,0,0,102,50,15,3.8,-4,-1
N#Cc1c(-c2ccco2)cc(-c2cccnc2)nc1N,94,-18,3,99,-2,-4,-0.2,-11,-3
Cc1nc(SCC(=O)N2CC(=O)Nc3ccccc32)c2c(C)c(C)sc2n1,108,9,-4,104,23,6,2.4,-12,4
CCCc1nc2c(sc3nc4c(cc32)COC(C)(C)C4)c(=O)n1CCN(C)C,95,16,0,91,38,5,0.7,6,-8
O=C(CCC1N=C2c3ccccc3N=C(SCc3ccc(F)cc3)N2C1=O)NCc1ccco1 (stereo unspecified),98,15,-1,101,-15,7,-1.2,-40,0
O=C(Nc1cccc2ncccc12)c1ccc(-c2ccc(Br)cc2)o1,98,1,-5,96,35,-14,1.3,-20,1
Cc1ccccc1CN1CCN(C(=O)c2ccco2)CC1,106,8,-1,103,28,5,-1.3,-4,4
COc1ccc(Cl)cc1NC(=S)NCCc1c[nH]c2ccccc12,107,-2,-5,101,1,6,7.6,4,0
Cc1c(C(=O)NCc2ccccn2)sc2nc(-c3ccccc3)cn12,95,.,-1,95,8,-1,0.2,-20,-6
CCOc1ccc(C(=O)NCC2(c3ccccc3)CCOCC2)cc1,99,-3,-3,83,26,-13,0.0,-22,4
C/C(=N\NS(=O)(=O)c1ccc(Br)cc1)c1ccncc1,109,3,53*,104,25,7,1.8,-6,10
C=C1c2cc(C)ccc2NC(=O)N1c1ccc(C)cc1,104,-4,-7,104,73*,-17,-0.2,-4,6
CCC(CC)C(=O)Nc1cc(OC)c(OC)cc1C(=O)O,102,18,-9,100,-17,-6,0.8,-2,0
CCSc1nnc([C@H](C)NC(=O)OC(C)(C)C)o1,93,11,-2,96,24,1,0.6,-1,-1
O=C(CN1CCN(C(=O)C2COc3ccccc3O2)CC1)Nc1ccccc1 (stereo unspecified),95,12,14,92,1,2,0.9,-28,-11
Cc1nn(CC(=O)NCCCN2CCC(N3CCCCC3)CC2)c(=O)c2cc(-c3ccccc3)nn12,122,11,2,101,20,-10,-0.1,38*,4
COC(=O)C(NS(C)(=O)=O)(c1c(C)[nH]c2ccccc12)C(F)(F)F (stereo unspecified),.,-4,-6,.,-6,3,0.9,-3,.
Cn1c(=O)n(C)c2cc(NS(=O)(=O)c3cccs3)ccc21,100,-8,7,104,-19,-5,1.3,8,-8
Cc1ccc(N(CC(=O)N2CCCCC2)S(=O)(=O)c2ccc(C)cc2)cc1,100,-15,-6,101,10,0,-2.6,-19,-1
COc1ccc(/C=N/NC(=O)c2ccco2)cc1Cn1nc(C)c([N+](=O)[O-])c1C,95,0,1,97,-22,-3,-0.6,-9,-3
CCCCCC1C/C(=N\O)C=C(C)C1C(=O)OC (stereo unspecified),83,11,2,80,20,-1,-2.1,-32,-26
CC(=O)c1cccc(NC(=S)NC(=O)Cc2ccccc2)c1,96,3,2,101,8,0,2.0,-10,-2
CCOc1cccc(C(=O)N/N=C/c2coc3ccccc3c2=O)c1,105,6,-7,108,19,20,-0.2,-10,8
O=[N+]([O-])c1cc(-c2cnc3ccccc3n2)ccc1Oc1ccc(Cl)cc1,90,18,-5,96,-6,9,-1.2,-1,13

# The closing three compounds of the section before open the next one:
SMILES,MEKK2wt PB1 HTS,NALP1 yeast inh,M18AAP inhibitor,MEKK3 PB1 HTS,PHOSPHO1 inh,GPR7 antagonist,OXTR agonist,FID counter,MEKK2 mut-MEK5
CC(=O)c1cccc(NC(=S)NC(=O)Cc2ccccc2)c1,96,3,2,101,8,0,2.0,-10,-2
CCOc1cccc(C(=O)N/N=C/c2coc3ccccc3c2=O)c1,105,6,-7,108,19,20,-0.2,-10,8
O=[N+]([O-])c1cc(-c2cnc3ccccc3n2)ccc1Oc1ccc(Cl)cc1,90,18,-5,96,-6,9,-1.2,-1,13
CCOC(=O)c1c(C)c(C(=O)NCc2cccs2)c(C)n1C,101,18,-3,98,18,-3,-0.6,-10,4
N#Cc1cn(CCOc2ccccc2F)c2ccccc12,104,16,-3,102,-10,-4,-1.4,-3,2
O=C(C1=C[C@H](c2coc3ccccc3c2=O)C[C@H](OCCCCO)O1)N1CCOCC1,104,-4,-6,105,9,-4,-0.7,-15,9
CCC(=O)Nc1ccc(C(=O)n2nc(C)cc2C)cc1,89,29,-5,83,-36,-3,-0.7,-6,-12
Cc1nnc(N2CCCC(C(=O)NCc3cccc(F)c3)C2)c2nn(-c3ccccc3)c(C)c12 (stereo unspecified),98,20,5,96,10,3,-2.3,19,-1
Cc1ccc(S(=O)(=O)Nc2nc3ccccc3s2)cc1,101,0,-2,103,-2,-9,-2.2,-15,2
COc1cccc2cc(-c3ccnc(N)n3)oc12,95,10,-3,100,12,-13,-2.1,0,-2
COc1ccc(OC)c(S(=O)(=O)NCCCN2CCCC2=O)c1,98,18,1,98,-29,-7,0.4,-5,-4
COc1ccccc1CNS(=O)(=O)c1c(C)nc2scc(C)n2c1=O,96,22,0,97,27,-14,0.4,-9,1
Cc1ccccc1-n1c(=O)n(Cc2ccc(C(=O)O)cc2)c(=O)c2[nH]cnc21,107,12,0,103,19,-6,1.6,-4,3
CC(=O)Cc1nsc(NC(=O)c2ccc(Br)o2)n1,102,16,3,94,19,-7,0.8,-2,4
COc1ccc(NC(=O)c2c(C)cc(=O)oc2C)c(OC)c1,97,18,5,87,4,-17,0.1,-2,-10
CC(C)C(NC(=O)c1cccs1)c1nnc(SCC(=O)Nc2nccs2)n1C (stereo unspecified),86,-6,0,80,34,4,0.3,-7,-6
Cc1c(C(=O)N2CCCC2)c(S(=O)(=O)N2CCN(c3ccccc3F)CC2)c(C)n1C,99,12,-3,97,28,-9,1.0,-36,0
COc1cc(C(C(=O)NC2CCCC2)N(C(=O)c2snc(C(N)=O)c2N)C2CCCC2)cc(OC)c1OC (stereo unspecified),103,6,-4,103,31,1,-0.4,-36,3
O=C(C1CCN(S(=O)(=O)c2cccc3nsnc23)CC1)N1CCc2ccccc21,114,-4,-5,114,48,-5,1.9,-24,8
O=C(O)C1CC=CCC1C(=O)Nc1ccc(N2CCN(Cc3ccccc3)CC2)cc1 (stereo unspecified),92,12,5,96,-17,1,0.0,4,-1
CC(C(=O)Nc1ccc(F)c(F)c1F)N(C)Cc1cccs1 (stereo unspecified),107,14,8,103,14,8,-1.7,-16,14
O=C(CNc1ccccc1)Nc1ccc(F)cc1,99,28*,-13,103,11,16,0.7,2,1
c1ccc2c(c1)NC(CN1CCOCC1)CO2 (stereo unspecified),110,-23,-14,109,-2,-5,0.9,5,17
CC(C)CCN1CC(C(=O)NCc2ccc(F)cc2)CC1=O (stereo unspecified),105,12,1,105,19,-4,0.5,-5,2
COCCOCCOCCC(=O)NC1CC2CCC1(C)C2(C)C (stereo unspecified),101,5,-7,102,1,-1,-0.4,-15,-1
CC(C)(C)C(=O)/C(=C/c1ccncc1)n1cncn1,98,12,-1,98,-11,-6,0.8,-2,-1
CC(C)n1cc(C(=O)c2cc(Br)ccc2O)cc(C#N)c1=O,99,16,-16,99,-7,3,3.1,-2,2
CCc1ccccc1NC(=O)Cn1nnc(-c2cccs2)n1,101,28,0,99,13,-2,3.3,11,-1
COc1ccc(C(=O)NNC(=O)C(=O)Nc2ccc(C)c(Cl)c2)cc1,104,21,2,107,-21,-4,1.2,-4,2
COc1cc(NC(=O)C(C)Oc2ccccc2)c(OC)cc1NC(=O)c1ccccc1 (stereo unspecified),91,19,-8,93,38,-31,-2.2,-37,-3
Cc1ccc(CNC(=O)C2CCN(C(=O)Nc3ccc(C)cc3)CC2)cc1,99,-91,1,96,14,-18,.,-26,-6
CCOC(=O)N1CCN(c2ccc([N+](=O)[O-])cc2F)CC1C (stereo unspecified),99,26,-7,101,-12,-5,1.4,-7,-1
Nc1ncnc(Nc2cccc(C(F)(F)F)c2)n1,106,9,1,106,18,-10,-1.6,-2,4

# Three records picked at random from the list so far:
SMILES,MEKK2wt PB1 HTS,NALP1 yeast inh,M18AAP inhibitor,MEKK3 PB1 HTS,PHOSPHO1 inh,GPR7 antagonist,OXTR agonist,FID counter,MEKK2 mut-MEK5
Cc1ccc(CNC(=O)C2CCN(C(=O)Nc3ccc(C)cc3)CC2)cc1,99,-91,1,96,14,-18,.,-26,-6
CC(C)CCN1CC(C(=O)NCc2ccc(F)cc2)CC1=O (stereo unspecified),105,12,1,105,19,-4,0.5,-5,2
Nc1ncnc(Nc2cccc(C(F)(F)F)c2)n1,106,9,1,106,18,-10,-1.6,-2,4
